PI4K2A inh – blocks human PI4K2A kinase activity. Q9BTU6. purified PI4K2A, ADP-Glo luminescence, 1 h; stronger effect = lower value. activity change, negative = inhibition, % at 76.9 µM. 0.13% of 420,000 active; in the data active means activity change below about -50%; inconclusive means mostly about -30% to -49%;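 further: -100% = wells without enzyme as full effect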
Target sequence (Q9BTU6 whole entry, looked up): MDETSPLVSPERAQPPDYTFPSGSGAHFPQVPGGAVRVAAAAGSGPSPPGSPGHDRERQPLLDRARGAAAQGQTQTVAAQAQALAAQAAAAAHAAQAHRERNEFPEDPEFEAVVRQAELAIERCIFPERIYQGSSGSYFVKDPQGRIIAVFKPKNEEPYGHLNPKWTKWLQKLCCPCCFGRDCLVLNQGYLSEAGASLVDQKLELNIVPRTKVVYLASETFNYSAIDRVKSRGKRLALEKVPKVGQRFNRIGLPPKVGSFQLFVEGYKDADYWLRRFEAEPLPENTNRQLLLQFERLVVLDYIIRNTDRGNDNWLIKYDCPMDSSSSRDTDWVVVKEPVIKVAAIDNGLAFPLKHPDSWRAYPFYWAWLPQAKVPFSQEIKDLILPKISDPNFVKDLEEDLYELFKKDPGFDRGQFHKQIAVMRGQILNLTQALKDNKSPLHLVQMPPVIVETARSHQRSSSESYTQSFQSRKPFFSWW
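ADP-Glo luminescence measured ADP generated by PI4K2A enzyme (4 ug/mL before mixing) with 1.2 mM PI substrate (pre-mix) and 300 microM ATP (pre-mix). Tris pH7.5 buffer with MgCl2, Triton X-100; 1 h reaction at ambient temperature.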
GLS inhibitor – inhibitors of human glutaminase (GLS) | AID 624170 | 0.21% of 410,000 active | Potency, µM (doses to about 45.5 µM), inactives show at the highest dose activity change, negative = inhibition, most hits filed as inhibitors | GLS enzymatic activity, qHTS titration; further: potency means the concentration at half of the fitted maximal effect; on the % scale 0 is the no-effect control and ±100 the full control effect
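Enzyme dispensed in phosphate buffer (45 mM, pH 8.2, 0.02% Tween-20), compounds pinned in, then 1 mM L-glutamine solution and the glutamate oxidase–HRP–Amplex Red mix added; fluorescence read immediately and again after 30 min at room temperature.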
G9a inh – blocks human histone lysine methyltransferase G9a. G9a H3K9 monomethylation, AlphaScreen, 2 h. Potency, µM (titrated, usually from 102 µM), for the others: at the top dose activity, negative = inhibition, usual class: inhibitors. 8.8% of 350,000 active. AID 504332; further: potency means the concentration at half of the fitted maximal effect; on the % scale 0 is the no-effect control and ±100 the full control effect; nearly all actives have a fitted effect of over 75% in size
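Using a bead-based AlphaScreen, monomethylated H3K9 product from 2 h room-temperature reactions (G9a 20 nM, peptide 500 nM, SAM 20 uM) was detected with 0.5 ug/mL rabbit anti-H3K9me1 antibody.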
HP1b chromo inh – HP1-beta chromodomain-methylated histone interaction inhibition. AID 540317. Potency, µM (titrated, usually from 114 µM), without a hit: top-dose activity change, negative = inhibition, hits mostly inhibitors. P83916. 0.56% of 390,000 active. AlphaScreen HP1-beta / biotin-H3K9me3 peptide binding; further: potency means the concentration at half of the fitted maximal effect; nearly all actives have a fitted effect of over 70% in size; inactives centre near 23
Target sequence (P83916 whole entry, looked up): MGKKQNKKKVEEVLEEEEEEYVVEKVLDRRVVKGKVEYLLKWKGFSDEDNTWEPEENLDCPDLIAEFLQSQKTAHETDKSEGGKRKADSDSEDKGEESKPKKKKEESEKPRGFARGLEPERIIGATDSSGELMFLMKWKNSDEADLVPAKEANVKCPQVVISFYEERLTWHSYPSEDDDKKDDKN
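HP1-beta protein (50 nM final) preincubated 30 min at room temperature with biotinylated H3(1-18)K9me3 peptide (50 nM) in PBS pH 7.4, 0.01% Tween-20, then compound added for 30 min. AlphaScreen streptavidin donor/nickel chelate acceptor beads (10 ug/mL final), 30 min dark, luminescence read.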
BAZ2B block – BAZ2B (human) inhibition; Q9UIF8; AlphaScreen BAZ2B-H3K14Ac peptide displacement; Potency, µM (titrated, usually from 114 µM), for inactives: at the top dose activity change, negative = inhibition, actives largely listed as inhibitors; 4.4% of 360,000 active; further: potency means the concentration at half of the fitted maximal effect; on the % scale 0 is the no-effect control and ±100 the full control effect; nearly all actives have a fitted effect of over 60% in size
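In this displacement format the biotinylated H3(5-23) peptide acetylated at Lys14 serves as ligand at 50 nM, with BAZ2B at 50 nM in PBS pH 7.4 containing 0.01% Tween-20. Donor and acceptor beads are 10 ug/mL final.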
JMJD2A Tudor inh – JMJD2A Tudor domain (human) inhibition; AID 504339; AlphaScreen JMJD2A-Tudor / H3K4me3 peptide binding; O75164; 4.4% of 390,000 active; Potency, µM (top dose mostly 114 µM), inactives show at the highest dose activity change, negative = inhibition, usual class: inhibitors; further: potency means the concentration at half of the fitted maximal effect; on the % scale 0 is the no-effect control and ±100 the full control effect; nearly all actives have a fitted effect of over 50% in size
PGK inhibitor – T. brucei PGK inhibition | P07378 | PGK/GAPDH coupled, Kinase-Glo luminescence, 60 min | Potency, µM (highest dose often 57.5 µM), without a hit: top-dose activity change, negative = inhibition, usual class: inhibitors | 0.043% of 380,000 active | AID 602233; further: potency means the concentration at half of the fitted maximal effect; on the % scale 0 is the no-effect control and ±100 the full control effect; nearly all actives have a fitted effect of over 60% in size
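Recombinant glycosomal PGK reaction used 1,3-bisphosphoglycerate generated in-well by GAPDH (100nM final) in 100mM TEA pH 7.6, 5mM MgCl2, 0.01% Tween-20. After 60 minutes at room temperature, ATP was read by Kinase-Glo Plus luminescence end-point.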
Pol eta inh – inhibitors of human DNA polymerase eta; recombinant Pol eta, fluorescent DNA replication assay; Potency, µM (doses to about 114 µM), for inactives: at the highest dose activity change, negative = inhibition, actives largely listed as inhibitors; 1.2% of 390,000 active; AID 588591; further: potency means the concentration at half of the fitted maximal effect; on the % scale 0 is the no-effect control and ±100 the full control effect
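Fluorescent replication assay: 50 nM final substrate added after a 15 min room-temperature compound preincubation with 10 nM enzyme. Signal taken at 0 min and again at 10 min.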
Pin1 inh – inhibitors of human Pin1; Q13526; Pin1 FP peptide displacement, HiFluor488, 10 min; Potency, µM (top dose mostly 115 µM), for the others: at the highest dose activity, negative = inhibition, actives largely listed as inhibitors; 0.009% of 390,000 active; AID 504891; active means well fitted inhibition curve with a large enough effect in the polarisation, with a control signal flat, not every such curve was filed as active; inconclusive means small, poorly fitted or top-dose-only effect, or effect the other way, or a change in a side signal; inactive means no such curve, though single readings can be large or run the other way; the % refers to the polarisation; further: potency means the concentration at half of the fitted maximal effect; on the % scale 0 is the no-effect control and ±100 the full control effect
Target sequence (Q13526 whole entry, looked up): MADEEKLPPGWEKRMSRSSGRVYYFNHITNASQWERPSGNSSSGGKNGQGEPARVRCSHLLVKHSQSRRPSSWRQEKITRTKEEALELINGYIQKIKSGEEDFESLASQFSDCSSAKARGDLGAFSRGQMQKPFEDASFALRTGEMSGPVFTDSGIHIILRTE
The depositor's hits bear a star; i = inactive; ? = inconclusive; / = not tested or not shown; & = joins results of further samples; [ ] = dose if it differs, or a comment. Unless noted, the call rests on the fitted dose curve; in most records, active means well fitted curve in the direction sought with a large enough effect; inconclusive means small, poorly fitted or top-dose-only effect, or another doubt; inactive means no such curve, though single readings can be large; an effect the other way counts as inactive or inconclusive.

SMILES	PI4K2A inh	GLS inhibitor	G9a inh	HP1b chromo inh	BAZ2B block	JMJD2A Tudor inh	PGK inhibitor	Pol eta inh	Pin1 inh
O=C(OCc1cc2ccccc2[nH]c1=O)c1ccc([N+](=O)[O-])cc1	-3	-6%	7%	7%[57 µM]	-13%	-26%	-8%	-16%	3%
O=C(CCn1cnnn1)N1CCCC(Nc2ccc(F)cc2)C1 (centres undefined)	-2	11%	-3%	23%	-20%	-11%	i	-14%	-6%
Cc1cccc(Oc2ccc3c(c2)Oc2ccccc2NC3=O)c1	2	-24%	4%[59 µM]	-15%	50µM*	50µM*	-15%	50µM*	37%[activator]
O=C(NCCNC(=O)C(c1ccccc1)c1ccccc1)c1ccco1	2	-9%	-29%[12.7 µM]	23%	-19%	-19%	-9%	2%	0%
O=C(NCc1ccccc1)C(c1ccncc1)N(C(=O)c1ccccn1)c1ccccc1 (centres undefined)	1	7%	22µM*	47%[activator]	50µM*	25µM*	-1%	-19%	14%
CCC(C)(c1nnnn1-c1c(C)cccc1C)N(N=O)c1cccc(C(F)(F)F)c1 (centres undefined)	-4	8%	19%[59 µM]	50%[activator]	2%	-7%	-8%	?	8%
CCN(CC(=O)NCc1ccc(Cl)cc1)C(=O)c1cc(S(=O)(=O)N2CCOCC2)ccc1C	-3	1%	/	12%	/	-16%	7%	-6%	0%
Cc1nn(C)c2c1c(C(F)(F)F)cc(=O)n2Cc1cccc(Br)c1	-1	-4%	69%[activator][59 µM]	98%[activator]	169%[activator]	60%[activator]	i	-24%	-5%
O=C(Nc1c[nH]c(=O)[nH]c1=O)c1cccc(F)c1	3	-23%	16%	4%	6%	-11%	-3%	-1%	5%
O=C1[C@H]2[C@@H](c3ccc(F)cc3)N3C(=O)N(c4cccc(Br)c4)C(=O)[C@@]3(Cc3ccc(Cl)cc3)[C@H]2C(=O)N1C1CCCCC1	2	1%	/	28%	-38%	-18%	5%	-14%	2%
BrCCOCCOc1ccc2ccccc2c1	-3	5%	34%[59 µM]	58%[activator]	59%[activator]	6%	6%	-12%	1%
CC(C)C(=O)NC(c1ccco1)c1c(O)ccc2ccccc12 (centres undefined)	0	0%	32µM*	-5%	-34%	?	-5%	-9%	-4%

Pol eta inh, hit marks shown above
SMILES	PI4K2A inh	GLS inhibitor	G9a inh	HP1b chromo inh	BAZ2B block	JMJD2A Tudor inh	PGK inhibitor	Pol eta inh	Pin1 inh
Cc1cccc(Oc2ccc3c(c2)Oc2ccccc2NC3=O)c1	2	-24%	4%[59 µM]	-15%	50µM*	50µM*	-15%	50µM*	37%[activator]

New compounds follow
SMILES	PI4K2A inh	GLS inhibitor	G9a inh	HP1b chromo inh	BAZ2B block	JMJD2A Tudor inh	PGK inhibitor	Pol eta inh	Pin1 inh
NC(=O)COC(=O)c1ccccc1Nc1ccc(SC(F)F)cc1	-3	-6%	7%[59 µM]	26%	1%	-13%	-8%	-21%	-1%
Cn1c(=O)c2ccccc2n(Cc2cccc(F)c2)c1=O	-8	9%	36%	20%	-11%	-3%	-7%	-7%	-6%
CCc1ccccc1NC(=O)c1ncoc1-c1ccco1	-5	-12%	5%[59 µM]	21%	-10%	-6%	-4%	-12%	3%
O=C(c1ccc(=O)oc1)N1CCN(C(c2ccccc2)c2ccccc2)CC1	-4	29%	?	30%	-4%	-31%	-9%	?	3%
CCOC(=O)CN1C(=O)C(O)(c2c(C)[nH]c3ccccc23)c2ccccc21 (centres undefined)	3	7%	3%[12.7 µM]	32%	?	-3%	-6%	-10%	-9%
CCOCCOC(=O)C1=C(C)N(C)C(=O)NC1c1ccccc1F (centres undefined)	-3	1%	-7%	35%	0%	9%	i	-12%	-9%
O=C(CCCN=C1NS(=O)(=O)c2ccccc21)OCC(=O)c1ccccc1	2	-4%	?	23%	-3%	5%	-4%	-12%	3%
Cc1ccccc1C(=O)/C(C#N)=N/Nc1c(C)n(C)n(-c2ccccc2)c1=O	4	-1%	-6%[59 µM]	19%	50µM*	50µM*	8%	-16%	-7%
CCOC(=O)c1cc(C(C)(C)C)oc1CN	0	1%	-17%[59 µM]	25%	-1%	-8%	0%	3%	6%
COc1ccc(C)c2sc(N(CCCN(C)C)C(=O)CS(=O)(=O)c3ccc(F)cc3)nc12	4	7%	3%[59 µM]	14%	-3%	-16%	-10%	-13%	-10%
COc1ccc(C(=O)NC(C(=O)NCc2ccccn2)C(C)C)cc1 (centres undefined)	2	-8%	10%[59 µM]	63%[activator]	1%	-25%[57.1 µM]	-2%	10%	-7%
c1ccc(C2C/C(=N\N3CCOCC3)c3ccccc3O2)cc1 (centres undefined)	-2	-11%	8%[59 µM]	29%	-3%	-8%	-17%	?	-1%
O=C(NCCc1ccc(F)cc1)C(=O)NCC(c1cccs1)S(=O)(=O)c1ccc(Cl)cc1 (centres undefined)	1	0%	-2%[59 µM]	23%	-2%	1%	1%	-12%	-2%
COc1ccc(OC)c(N2CC(O)(c3cccs3)[N+]3=C2SCCC3)c1 (centres undefined)	2	2%	8%	45%[activator]	9%	-7%	-7%	12%	8%
Cc1ccc(CNS(=O)(=O)c2ccc(-c3cnc(C4CC4)o3)cc2)cc1	2&-3	1%&6%	6%[59 µM]	9%[57 µM]	-9%&-8%	-30%&-14%	-5%&-6%	-6%&-5%	-6%&-4%
O=C(CNC(c1ccccc1)c1ccccc1)Nc1cc([N+](=O)[O-])ccc1Cl	0	8%	-32%[59 µM]	-9%	-36%	?	2%	-11%	4%
CCOc1ccc(/C(O)=C2/C(=O)C(=O)N(Cc3cccnc3)C2c2ccc(N(C)C)cc2)c(C)c1 (centres undefined)	8	22%	/	3%	-9%	56µM*	2%	-7%	-2%
COc1ccc(S(=O)(=O)NCC(c2ccco2)S(=O)(=O)c2cccs2)cc1OC (centres undefined)	10	-5%	9%[59 µM]	-4%	-13%	-10%	-1%	-18%	-11%
COc1cc(NS(=O)(=O)c2ccc(Cl)cc2)c(C(=O)O)cc1OC	-6	9%	?	28%	-8%	-26%[57.1 µM]	-5%	?	1%
CC(=O)NC(CCS(C)(=O)=O)C(=O)Nc1ccccc1Cl (centres undefined)	-14	-1%	?	21%	-1%	11%	-8%	-9%	-1%
COc1ccccc1CC(NC(C)=O)C(=O)NC1CCN(C(=O)c2ccc(C)cc2)CC1 (centres undefined)	8	-1%	-5%	24%	2%	12%	6%	-17%	3%
O=C(C[n+]1cccc(/C=N/O)c1)N1CCCc2ccccc21	0	15%	0%	30%	3%	1%	11%	-25%	4%
CCOC(=O)C1CCN(c2c(-c3ccccc3)c3cc(Cl)ccc3[nH]c2=O)CC1	-8	-6%	4%[59 µM]	-13%	-2%	?	-1%	-18%	49%[activator]
COc1ccc(-n2c(Cc3cccn3C)nnc2SCC(=O)Nc2ccccc2F)cc1	4	1%	50µM*	-25%	?	?	i	-4%	12%
CCOc1cc(S(=O)(=O)N(Cc2ccccc2)Cc2ccccc2)c(OCC)cc1-n1cnnn1	4	-3%	-32%[0.0925 µM]	26%	0%	-13%	-1%	-21%	2%
Cc1ccc(S(=O)(=O)NC(=O)c2cc(C)n(C3CC3)c2C)cc1	-7	9%	?	-11%	-32%	?	i	-10%	-2%
O=S(=O)(c1ccc2c(c1)OCCO2)N1CCN(S(=O)(=O)c2ccco2)CC1	6	-9%	/	30%	/	-12%&-16%	-5%	-10%	2%&-2%
COc1cc2oc3ccc(C#Cc4ccccn4)cc3c(=O)c2cc1OC	1	-5%	/	49%[activator]	/	-28%	4%	0%	25%
Cc1csc(NC(=O)CSC2=NS(=O)(=O)c3cc(F)ccc3N2)n1	1	16%	-29%	20%	-11%	-8%	1%	-6%	3%

Arranged by SMILES length (smallest number first): part of the list above.
SMILES	PI4K2A inh	GLS inhibitor	G9a inh	HP1b chromo inh	BAZ2B block	JMJD2A Tudor inh	PGK inhibitor	Pol eta inh	Pin1 inh
BrCCOCCOc1ccc2ccccc2c1	-3	5%	34%[59 µM]	58%[activator]	59%[activator]	6%	6%	-12%	1%
CC(=O)NC(CCS(C)(=O)=O)C(=O)Nc1ccccc1Cl (centres undefined)	-14	-1%	?	21%	-1%	11%	-8%	-9%	-1%
O=C(C[n+]1cccc(/C=N/O)c1)N1CCCc2ccccc21	0	15%	0%	30%	3%	1%	11%	-25%	4%
O=C(NCCNC(=O)C(c1ccccc1)c1ccccc1)c1ccco1	2	-9%	-29%[12.7 µM]	23%	-19%	-19%	-9%	2%	0%
COc1cc2oc3ccc(C#Cc4ccccn4)cc3c(=O)c2cc1OC	1	-5%	/	49%[activator]	/	-28%	4%	0%	25%
CCOC(=O)CN1C(=O)C(O)(c2c(C)[nH]c3ccccc23)c2ccccc21 (centres undefined)	3	7%	3%[12.7 µM]	32%	?	-3%	-6%	-10%	-9%
O=C(CNC(c1ccccc1)c1ccccc1)Nc1cc([N+](=O)[O-])ccc1Cl	0	8%	-32%[59 µM]	-9%	-36%	?	2%	-11%	4%
CCN(CC(=O)NCc1ccc(Cl)cc1)C(=O)c1cc(S(=O)(=O)N2CCOCC2)ccc1C	-3	1%	/	12%	/	-16%	7%	-6%	0%

Bioassay records from PubChem.

An excerpt; count on the stated rates, not on these rows.
